Source: PubChem BioAssay
PGC1a acetyl inh: PGC1a acetylation modulation, inhibitor mode; U2OS PGC1a acetylation, AlphaScreen anti-acetyl-lysine; with virally co-expressed GCN5 acetyltransferase; inhibition, % at 15.6 µM; 350,000 compounds, 0.17% hits; AID 651687;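 active = every replicate shows inhibition of at least 40%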;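 note: 0% = neutral control wells and 100% = positive control wells; some results beyond the cut were filed as inactive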
* marks the source's active call; other numbers are inactive results. The list is partial; rates above refer to the full screens.

SMILES | PGC1a acetyl inh
C/C(=C\C(=O)c1ccncc1)Nc1ccccc1O | 1.0
COc1ccc(C2=CC(c3ccco3)n3ncnc3N2)cc1 (configuration not stated) | -0.1
O=C(Nn1cnnc1)C1CCCN1S(=O)(=O)c1ccc(F)cc1 (configuration not stated) | -13.4
NC(=O)SCC(=O)Nc1cccc(Cl)c1 | 2.7
O=C(N/N=C/c1cccc([N+](=O)[O-])c1)C1CC(=O)N(c2ccc(Cl)cc2)C1 (configuration not stated) | 2.0
CCCn1c(N)c(N2CCCCC2)c(=O)n(CC(=O)Nc2ccc(OC(F)(F)F)cc2)c1=O | -0.5
CCCCOc1ccc(C(=O)NCCc2cccs2)cc1 | -3.0
c1cnc(SCCOc2cccc3ccccc23)nc1 | -1.8
N#CC1=C(N)N(c2ccccc2)C(c2ccccc2)C1(C#N)C#N (configuration not stated) | -10.3
CCOC(=O)c1cc2ccc(OC)c(OC)c2c(=O)s1 | -8.7
N#Cc1ccccc1NC(=O)Nc1cccs1 | -2.2
COc1ccc(NC(=S)N(CCO)Cc2ccccc2)cc1 | 18.0
N#Cc1c(NCCN)nc(NCc2ccccc2)c2c1CCN(Cc1ccccc1)C2 | -3.3
CCc1cc2c(CN3CCN(C)CC3)cc(=O)oc2cc1O | 1.4
O=C(CSc1nnc(-c2cccs2)n1-c1ccccc1)Nc1ccccc1 | 8.5
CCc1c(C)nc2cc(-c3ccc(OC)c(OC)c3)nn2c1NCC1CC1 | 17.8
COc1ccc(NS(=O)(=O)c2cc3c4c(c2)CCN4C(=O)CC3)cc1OC | -0.1
S=C(Nc1ccccc1)Nc1ccc(Cl)cn1 | -8.7
Cc1c(NC(=O)c2cc(-n3cnnc3)ccc2Cl)cccc1-c1nc2ccccc2o1 | -9.5
O=C(O)C1Nc2c(C(=O)N3CCOCC3)cccc2C2C=CCC12 (configuration not stated) | -0.3
COc1ccccc1NCCC(=O)OCC(=O)Nc1ccc(Cl)cn1 | -6.9
COC(=O)c1sc2nc[nH]c(=O)c2c1C | 10.9
COC(=O)c1ccc(=O)n(Cc2ccc3c(c2)OCO3)c1 | 5.7
O=C(Cc1coc2ccc3ccccc3c12)N1CCCC1 | 11.6
Nc1ncnc2c1ncn2C1C=C(CO)C(O)C1O (configuration not stated) | -4.4
Next entries.
SMILES | PGC1a acetyl inh
CCN1CCn2c1nc(N1CCCCC1)nc2=O | 2.8
Cn1c(=O)c2c(nc(NCc3ccccc3)n2CC(=O)NCc2ccccc2)n(C)c1=O | 6.2
CC1(C)CC(=O)C2=C(C1)N(c1ccccc1)C(N)=C(C#N)C2c1cccnc1 (configuration not stated) | -9.1
O=C(c1ccco1)N(Cc1cc2ccccc2[nH]c1=O)CC1CCCO1 (configuration not stated) | -0.5
CCCNC(=O)C1CNc2ccccc2O1 (configuration not stated) | 4.9
Cc1ccc(C(=O)NNC(=S)Nc2cccc3ccccc23)s1 | -3.8
Cc1cccc(C(CC(=O)N2CCCC2)c2ccccc2)c1O (configuration not stated) | -11.0
CN(C)/C=C/C(=O)/C=C/c1cn(-c2ncc(C(F)(F)F)cc2Cl)c2ccccc12 | -2.2
Cc1cc(C)n(C(=O)CSc2nnc(SCC(=O)n3nc(C)cc3C)s2)n1 | 3.2
CCc1ccc(-c2cc(C(F)(F)F)n3nc(C(=O)Nc4c(C)nn(Cc5ccccc5C)c4C)cc3n2)s1 | -3.4
COCCCN1C(=O)C(=O)/C(=C(/O)c2ccc(OC)cc2)C1c1cccc(OC)c1 (configuration not stated) | 8.8
Cc1ccccc1N(CC(=O)O)S(C)(=O)=O | -11.0
COc1ccc(NC2=Nc3ccccc3N3C2=Nc2c(c(C)nn2-c2ccc(C)cc2)C3c2cccnc2)cc1 (configuration not stated) | 14.6
COc1cc(OC)cc(C(=O)N(Cc2cc3cc(C)ccc3[nH]c2=O)C(C)C)c1 | 13.8
CC(=O)N1CCC(=O)N(C(C)C)c2ccccc21 | 1.6
Cc1cc(C)c2[nH]c(=O)c(CN(Cc3ccco3)C(=O)C3CCCO3)cc2c1 (configuration not stated) | -5.5
Cc1ccccc1NC(=O)c1ccc(-c2ccc(Cl)cc2Cl)o1 | 3.5
COc1cccc(NC(=O)COC(=O)c2ccco2)c1 | 2.7
S=c1[nH]nc(COc2ccc3ccccc3c2)o1 | 3.9
CCOC(=O)CSc1snnc1-c1ccccc1 | 1.0
O=C(OCC(=O)N1CCOCC1)C(c1ccccc1)c1ccccc1 | -2.8
Cc1cc2oc(=O)cc(CN3CCN(Cc4ccccc4)CC3)c2cc1Cl | 3.6
COCc1cc(=O)n2c([nH]c3ccccc32)c1C#N | -16.7
CC(=O)Oc1oc(-c2ccccc2)nc1C=Nc1ccccc1 | -10.5
Nc1ccccc1-c1n[nH]c(=S)s1 | 1.8
Further compounds follow:
SMILES | PGC1a acetyl inh
Cn1nc(CC(=O)Nc2ccc3c(c2)OCCO3)c2ccccc2c1=O | -5.2
COC(=O)\C(C(C)=O)=C(/C=C/C=C/C=C/N(C)C)N(C)C | 5.0
Fc1ccc(-c2nnc(Cc3nnc(-c4ccc(F)cc4)o3)o2)cc1 | -3.4
Cc1csc2nc(CNC(=O)c3cccc(C(F)(F)F)c3)cn12 | -3.3
CCOc1ccccc1C(=O)N(C)Cc1cc2cc(OC)ccc2[nH]c1=O | -1.5
COc1ccc(NC(=O)CSc2ncnc3c2cnn3CCc2ccccc2)cc1 | -4.9
COc1ccc(C(=O)c2c[nH]c(C(=O)NCc3cccs3)c2)cc1 | -15.9
CCOC(=O)C(C)On1c(-c2ccccc2)nc2ccc([N+](=O)[O-])cc21 (configuration not stated) | -1.5
CCc1nc2oc(C(=O)c3ccccc3)c(N)c2c2c1COC(C)(C)C2 | 7.5
O=C(c1cc2nc(-c3ccco3)cc(C(F)(F)F)n2n1)N1CCN(c2ccccn2)CC1 | 4.6
Cc1cc(C(=O)N2CCCCCC2)cs1 | 0.9
COc1ccccc1-c1c(C)oc2c(CN3CCN(CCO)CC3)c(O)ccc2c1=O | 3.8
Cc1ccc(-c2cc(C(=O)Nc3ccccc3C)c3ccccc3n2)o1 | 5.5
O=C(NCCc1ccccc1)c1c(O)c2cccc3c2n(c1=O)CC3 | 4.8
Cc1ccc(C2C(C#N)=C(N)Oc3n[nH]c(-c4ccccc4)c32)o1 (configuration not stated) | -5.2
CCCCC(=O)Nc1sc2c(c1C(=O)OCC)CCC(C=O)=C2Cl | 19.0
CS(=O)(=O)c1ncc(Cl)c(C(=O)Nc2ccc(N3CCOCC3)cc2)n1 | -80.9
Cc1nc(N[C@@H](Cc2ccccc2)C(=O)O)c2oc3ccccc3c2n1 | 2.6
Cc1cc(C)n(-c2nc(NC(C)(C)C)nc(NC(C)(C)C)n2)n1 | 1.1
CCC(=O)Nc1cccc(C(=O)/C=C/c2cc(Br)ccc2OC)c1 | -10.3
CN(C)S(=O)(=O)c1ccc(NC(=O)COC(=O)c2n[nH]c3ccccc23)cc1 | -2.2
CCOC(=O)c1sc(=S)n(-c2cc(OC)ccc2OC)c1N | 12.1
CS(=O)(=O)N(CC(=O)N/N=C/c1cccc2c1OCCO2)c1ccccc1Br | -9.0
O=C(CSc1nnc(Nc2ccccc2F)s1)NCc1ccco1 | -0.4
CC(C)CC(=O)NC(c1cccs1)c1ccc2cccnc2c1O (configuration not stated) | 11.7
Going on with the list.
SMILES | PGC1a acetyl inh
COc1ccccc1NC(=O)CSC(N)=O | 2.0
COC(=O)N1CN(C(=O)OC)CN(C(=O)OC)C1 | -1.3
O=S(=O)(Nc1ccc(N2CCCCC2)cc1)c1cccc2cccnc12 | -10.1
O=C1C=C(c2ccccc2)CC(c2cccs2)C1n1cnc([N+](=O)[O-])c1 (configuration not stated) | 18.9
Cn1c(-c2ccc(C=O)s2)nc2ccccc21 | 28.3
O=C(CCC1COc2ccccc2O1)NCc1ccccc1 (configuration not stated) | 1.9
Cc1cc(C)c(NC(=O)CN2CCOCCOCCOCCOCC2)c(C)c1 | -2.6
Cc1noc(C)c1C(=O)OCC(=O)Nc1cc(Cl)ccc1Oc1ccccc1 | -43.9
CC1CCN(C(=O)CN2C(=O)C(=O)c3ccccc32)CC1 | 10.1
CSc1nc(N(C)NC(=O)c2ccc(Cl)cc2)c2ccccc2n1 | 1.6
Cc1nccn1CCc1n[nH]c(=S)n1Cc1ccccc1 | 16.3
COc1ccc2nc(C)c3c(c2c1)OC(C)C3 (configuration not stated) | -5.9
S=C(NCCc1ccccc1)Nc1ccc(Cl)cc1Cl | -13.1
O=C(CCSc1nc(-c2ccco2)cc(C(F)(F)F)n1)N1CCN(c2ccccn2)CC1 | -3.0
COc1ccc(C(=O)N(Cc2ccco2)C(C(=O)NC2CCCC2)c2ccc(O)cc2)cc1OC (configuration not stated) | 7.0
CN(c1ccc(C(=O)O)cc1)S(=O)(=O)c1ccc(Cl)cc1 | 5.9
CC(NC(=O)c1cc(-c2cccs2)on1)c1ccccc1 (configuration not stated) | -2.5
C(=N\N1CCN(C2c3ccccc3-c3ccccc32)CC1)/c1ccncc1 | -2.1
CCNC(=O)OCC(CC)NC(=O)OCC(C)C (configuration not stated) | -14.4
Nc1ccc2nn(-c3cccc4ccccc34)nc2c1 | 13.8
CCCCc1c(O)nc2n(c1=O)CCS2 | -8.6
CN(C)CCCN1C(=O)C(=O)/C(=C(/O)c2ccncc2)C1c1ccccc1 (configuration not stated) | -4.0
CC(C)(C)Sc1nc(O)cc(=O)[nH]1 | -8.1
COc1ccc2c(c1OC)C(=O)N1N=C(c3ccc(O)cc3)CC21 (configuration not stated) | -4.1
CCCCCNC(=O)CCn1c(=O)oc2ccccc21 | 7.5
Next entries
SMILES | PGC1a acetyl inh
CCn1c(SCC(=O)N2CCOCC2)nnc1-c1cccs1 | -4.2
CCCCNC(=O)COC(=O)c1cc2c(C)nn(-c3ccccc3)c2s1 | 11.3
Cc1nc(CS(=O)(=O)c2ccc(Cl)cc2)cc(Sc2ccc(Cl)cc2)n1 | -8.0
CNc1oc(-c2ccco2)nc1C#N | 2.9
O=S(=O)(Nc1nc2c(s1)CCCC2)c1ccc(Br)cc1 | -3.5
CC(C)CC(=O)Nc1nc(=S)ss1 | 3.7
COc1cc(C2C(C(=O)c3cccs3)=C(O)C(=O)N2Cc2ccco2)cc(OC)c1OC (configuration not stated) | -16.9
O=C1CSCC(=O)N1c1ccccc1 | 2.2
CCOC(=O)CC1=NC(=O)CS1 | 2.1
Cc1ccc(NC(=O)C2CCN(S(=O)(=O)c3cccs3)CC2)cc1C | -5.8
N#C/C(=C\c1ccc(Oc2ccc(C(F)(F)F)cc2[N+](=O)[O-])cc1)c1nc2ccccc2[nH]1 | -10.7
Cc1cc(C)c2nc(-c3ccccn3)cc(C(=O)Nc3ccc(S(=O)(=O)Nc4onc(C)c4C)cc3)c2c1 | -6.1
CCn1c(SCC(=O)c2ccc(O)c(O)c2)nnc1-c1ccccc1 | -3.8
CSCCC(NC(=O)c1ccco1)C(=O)OCC(=O)Nc1ncc(Cl)c(C)c1Cl (configuration not stated) | 14.2
COc1cc(C2C(C#N)=C(N)Oc3cc(C)n(CCN4CCOCC4)c(=O)c32)cc(OC)c1OC (configuration not stated) | 12.3
CCN1C(=O)C(O)(CC(=O)/C=C/C=C/c2ccccc2)c2ccccc21 (configuration not stated) | -3.5
O=C(NC1CC1)C1=NOC(CNc2ncc(C(F)(F)F)cc2Cl)C1 (configuration not stated) | 4.4
Cc1cc(=O)oc2cc(OCC(=O)N3CCc4ccccc4C3)ccc12 | -8.9
CCCCn1c(SCC(=O)c2ccc(OC)cc2OC)nc2cc(S(N)(=O)=O)ccc21 | 3.9
O=C(N/N=C(\c1ccccc1)c1ccccn1)c1cccc([N+](=O)[O-])c1 | 9.5
Cc1cc(C)c2c(N)c(C(=O)NCc3ccco3)sc2n1 | 4.2
CCOC(=O)n1c(=O)n(Cc2ccccc2)c2ccccc21 | -4.7
Cc1ccc(S(=O)(=O)/N=C2\C(=O)c3ccccc3C([O-])=C2n2cc[n+](CCC(C)C)c2)cc1 | -2.3
Cc1ccc(C)n1-c1ccc(C(=O)NCc2cccnc2)cc1 | -33.0
CCN(CC)S(=O)(=O)N1CCC(C(=O)NC2CCCc3ccccc32)CC1 (configuration not stated) | -4.6
(more compounds)
SMILES | PGC1a acetyl inh
COc1ccc(NC(=O)Nc2ccccc2C(=O)N2CCCC2)cc1 | -1.9
O=C(Nc1ccc(Br)cc1)c1ccc(N2C(=O)C3CC=C(Cl)CC3C2=O)cc1 (configuration not stated) | 9.8
CC(C)CN1C(=O)NC(NC(=O)c2ccco2)(C(F)(F)F)C1=O (configuration not stated) | 2.8
CCN(CC)S(=O)(=O)c1ccc(Cl)c(C(=O)N2CCc3ccccc32)c1 | -1.3
CCOC(=O)C1=C(C)NC(SCC(=O)O)=C(C#N)C1c1ccco1 (configuration not stated) | -6.0
Cc1ccc(C(=O)Nc2cc(Cl)ccc2N2CCCCC2)s1 | -9.7
O=S(=O)(c1cccc2cccnc12)N1CCc2ccccc21 | 5.2
